NPC1 promoter act – NPC1 promoter activation | Huh7 NPC1 promoter luciferase reporter, 24 h | Potency, µM (doses to about 9.22 µM), without a hit: at the highest dose activation, most hits filed as activators | hit rate 2.4% among 320,000 | AID 485313;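 note: potency is the fitted concentration of half-maximal effect; % of control where 0% means no effect; nearly all actives have a fitted effect of over 60% in size; reporter is driven by a mutant NPC1 promoter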
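Compounds in DMSO were transferred onto Huh7 NPC1-luciferase reporter cells pre-incubated 2 h; after 24 h at 37 °C, Amplite reagent was dispensed and luminescence recorded 10 min later.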
PKM2 act – increases activity of human pyruvate kinase M2; P14618; purified PKM2, Kinase-Glo ATP luminescence, activation; response scale: 0% is enzyme alone, no compound; Potency, µM (doses to about 57.5 µM), for inactives: at the top dose activation, actives largely listed as activators; hit rate 0.34% among 260,000; note: potency is the fitted concentration of half-maximal effect; % is set by controls: 0 for no effect and ±100 for the full control effect; nearly all actives have a fitted effect of over 55% in size
Target sequence (P14618 whole entry, looked up): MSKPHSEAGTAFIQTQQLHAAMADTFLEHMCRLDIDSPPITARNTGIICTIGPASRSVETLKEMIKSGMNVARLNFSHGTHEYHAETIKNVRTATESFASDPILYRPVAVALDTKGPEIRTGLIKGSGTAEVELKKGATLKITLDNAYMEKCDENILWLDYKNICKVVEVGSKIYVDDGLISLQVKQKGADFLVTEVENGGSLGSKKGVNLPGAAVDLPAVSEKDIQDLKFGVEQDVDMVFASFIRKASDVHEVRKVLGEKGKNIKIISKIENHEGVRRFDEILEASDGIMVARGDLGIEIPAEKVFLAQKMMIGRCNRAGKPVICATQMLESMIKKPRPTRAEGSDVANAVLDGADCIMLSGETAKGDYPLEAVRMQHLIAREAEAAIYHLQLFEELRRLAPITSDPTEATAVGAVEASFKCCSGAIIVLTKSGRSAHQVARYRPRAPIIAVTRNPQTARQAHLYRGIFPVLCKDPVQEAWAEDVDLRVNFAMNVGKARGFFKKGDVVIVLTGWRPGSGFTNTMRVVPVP
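Purified hPK-M2 (>95%) run at intermediate activity with 0.1 mM ADP and 0.5 mM PEP in 50 mM imidazole pH 7.2, KCl, MgCl2; 1 h room temperature. ATP formed read by Kinase-Glo luminescence; normalized to uninhibited and no-enzyme controls.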
Giardia killer – Giardia lamblia killing. AID 540267. hit rate 0.15% among 340,000. Giardia lamblia trophozoite viability. activity change, % at 7.66 µM, hits read low; in the data active = activity change below about -80%; inconclusive = between about -30% and that limit;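 note: parasites exposed to compound for two days anaerobically before the ATP read; % is set by controls: 0 for no effect and ±100 for the full control effect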
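Luminescent ATP signal served as the viability read-out, measured 15-30 min after adding ATP detection reagent to trophozoites that had been incubated with compounds for 48 hrs at 37 deg C anaerobically at 100 cells/well.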
VP16 counter – counter-screen for ROR gamma inhibitors: Gal4-VP16 reporter; Drosophila S2 Gal4-VP16 UAS-luciferase, luminescence, 20 h; Potency, µM (titrated, usually from 53.6 µM), inactives show at the top dose activity, negative = inhibition, actives largely listed as inhibitors; hit rate 3.5% among 310,000; AID 2546;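 note: Gal4-VP16 expression switched on by copper sulfate through the metallothionein promoter; potency is the fitted concentration of half-maximal effect; % is set by controls: 0 for no effect and ±100 for the full control effect; nearly all actives have a fitted effect of over 50% in size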
RORg inh – blocks mouse ROR gamma transcriptional activity | Potency, µM (doses to about 53.6 µM), inactives show at the top dose activity change, negative = inhibition, actives largely listed as inhibitors | hit rate 5.4% among 310,000 | Drosophila S2 Gal4-RORgamma UAS-luciferase reporter, 20 h | AID 2551 | P51450; note: potency is the fitted concentration of half-maximal effect; % is set by controls: 0 for no effect and ±100 for the full control effect; nearly all actives have a fitted effect of over 60% in size
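Compounds are pin-transferred onto Drosophila Schneider cells expressing a copper-inducible Gal4–ROR gamma transactivation domain fusion. After 1 hr, copper sulfate is added to 700 uM final; luciferase is read 20 hr later.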
Rab9 prom act – Rab9 promoter activation; hit rate 2.8% among 320,000; Huh7 Rab9 promoter-luciferase reporter, luminescence, 24 h; Potency, µM (doses to about 9.22 µM), for the others: at the top dose activation, negative = inhibition, hits mostly activators; note: potency is the fitted concentration of half-maximal effect; % of control where 0% means no effect; nearly all actives have a fitted effect of over 60% in size
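Luminescence from Amplite-detected luciferase (10 minutes, ambient) reports Rab9 promoter activation. Before that, stable Rab9-luciferase Huh7 cells (1500/well, reduced-serum OP-MEM I plus 10% FBS) were exposed to compound for 24 hours at 37C.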
ELG1 genotoxic – induces genotoxicity in HEK293T cells with luciferase-tagged ELG1. HEK293T ELG1-luciferase reporter, luminescence, 16 h. Potency, µM (series often up to 46 µM), for inactives: at the top dose activity change, positive = activation, actives largely listed as activators. hit rate 1.3% among 330,000; note: potency is the fitted concentration of half-maximal effect; % of control where 0% means no effect; nearly all actives have a fitted effect of over 60% in size
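After overnight (16 hr) compound treatment at 37 °C, ELG1-luciferase HEK293T cells were lysed with ONE-Glo; luminescence quantified 30 min later at room temperature.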
Menin-MLL TR inh – inhibitors of human menin-MLL interaction, mutant MLL peptide; O00255; Menin + Texas Red MLL mutant peptide, fluorescence polarization; Potency, µM (doses to about 61.6 µM), for the others: top-dose FP activity change, negative = inhibition, most hits filed as inhibitors; hit rate 0.23% among 270,000; AID 1768; active = well fitted inhibition curve with a large enough effect in the polarisation, with a control signal flat, not every such curve was filed as active; inconclusive = small, poorly fitted or top-dose-only effect, or effect the other way, or a change in a side signal; inactive = no such curve, though single readings can be large or run the other way; the % refers to the polarisation; note: potency is the fitted concentration of half-maximal effect; % of control where 0% means no effect; many of its hits are not listed in these tables
BRCA1 expr up – activators of BRCA1 expression; MCF7-BRCA1-FFLuc reporter, luminescence, 48 h; response scale: scaled: vehicle 0%, 10 µM genistein 100%; Potency, µM (doses to about 46.1 µM), for the others: top-dose activation, hits mostly activators; hit rate 1.1% among 380,000; note: potency is the fitted concentration of half-maximal effect; nearly all actives have a fitted effect of over 80% in size; some results filed as inactive show a strong effect at the top dose
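Cells: MCF7-BRCA1-FFLuc, 2000/well. Exposure: 48 h, 37 °C, 5% CO2. Read: luminescence, 15 min post-substrate. Controls: genistein 10 microM (maximal activation), DMSO (neutral).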
FLuc modulator – firefly luciferase modulation, counter-screen for miR-21 project; P08659; purified FLuc, Km substrates, luminescence inhibition; Potency, µM (series often up to 57.5 µM), for inactives: at the top dose activity change, negative = inhibition, actives largely listed as inhibitors; hit rate 6.9% among 360,000; AID 588342;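 note: potency is the fitted concentration of half-maximal effect; plate controls were vehicle for no effect and reference inhibitor for full effect; nearly all actives have a fitted effect of over 55% in size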
Target sequence (P08659 whole entry, looked up): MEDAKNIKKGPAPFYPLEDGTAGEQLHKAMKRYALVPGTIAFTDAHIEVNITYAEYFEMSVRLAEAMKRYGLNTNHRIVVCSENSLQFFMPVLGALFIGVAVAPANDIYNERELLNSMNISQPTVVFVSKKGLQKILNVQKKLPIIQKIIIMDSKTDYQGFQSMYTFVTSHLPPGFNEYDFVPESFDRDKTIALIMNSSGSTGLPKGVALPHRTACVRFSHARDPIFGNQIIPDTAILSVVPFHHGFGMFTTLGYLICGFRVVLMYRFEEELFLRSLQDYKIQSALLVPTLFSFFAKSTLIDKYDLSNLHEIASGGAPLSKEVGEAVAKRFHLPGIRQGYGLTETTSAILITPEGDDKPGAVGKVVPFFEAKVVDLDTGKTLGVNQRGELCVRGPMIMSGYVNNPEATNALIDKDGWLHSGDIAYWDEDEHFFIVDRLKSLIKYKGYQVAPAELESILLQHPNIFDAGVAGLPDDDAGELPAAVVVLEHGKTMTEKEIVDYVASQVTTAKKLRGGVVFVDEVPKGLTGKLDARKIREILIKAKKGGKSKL
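Purified P. pyralis luciferase (10nM final) with 10uM D-luciferin and 10uM ATP (Km levels) in 50mM Tris acetate pH 7.5, 10mM Mg acetate, 0.01% Tween-20, 0.05% BSA; qHTS 6-point titration, ~60 µM downward; luminescence read.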
p53 reactivation – re-activators of mutant p53; H1299 p53-A138V BP100-luciferase reporter, luminescence, 24 h; Potency, µM (titrated, usually from 92.2 µM), for inactives: at the highest dose activity change, positive = activation, hits mostly activators; hit rate 0.063% among 320,000; AID 504706; note: potency is the fitted concentration of half-maximal effect; % of control where 0% means no effect; nearly all actives have a fitted effect of over 45% in size
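H1299 (p53-null), stable ts p53-A138V + BP100-Luc; 1000 cells/well, Opti-MEM/10% FBS; cpd 4 pt, 1:5; 24 h, 37 deg C, 5% CO2; detection reagent 10 min RT; luminescence.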
* hit, by the source's call; ? = inconclusive; nt = no result given; & = joins results of further samples; [ ] = another dose, or the depositor's remark. Unless noted, calls come from the whole dose curve; as a rule, active = well fitted curve in the direction sought with a large enough effect; inconclusive = small, poorly fitted or top-dose-only effect, or another doubt; inactive = no such curve, though single readings can be large; an effect the other way counts as inactive or inconclusive. This is a subset. The share of hits here may be higher or lower than overall.

Compound	NPC1 promoter act	PKM2 act	Giardia killer	VP16 counter	RORg inh	Rab9 prom act	ELG1 genotoxic	Menin-MLL TR inh	BRCA1 expr up	FLuc modulator	p53 reactivation
COc1ccc(/C=N\NC(=O)c2ccc(Cn3cc(Br)c([N+](=O)[O-])n3)o2)c(OC)c1C	-1%	-2%	-28	0%	-18%	-10%	-2%	?	-51%	0%	-3%
COc1ccc(C(=O)C2CCCN(S(=O)(=O)c3cccc(C)c3)C2)c(C)c1 (configuration not stated)	0%	0%	11	?	18%	0%	-10%	nt	-44%	6%	-3%
Fc1ccc(/C=C2\CCCC3=C2Nc2ncnn2C3c2ccc(F)cc2)cc1 (configuration not stated)	-10%	23%	-2	-7%	6%	0%	-3%	8%	-98%[inhibitor]	-3%	-29%
O=C(Nc1ccccc1F)C1(c2ccccc2)CC1(Cl)Cl (configuration not stated)	-5%	-8%	-5	3%	26%	-5%	-1%	-3%	-8%	0%	-8%
Cc1nc2sccn2c1-c1nc(-c2cc3ccccc3o2)cs1	7%	-1%	-1	7%	?	-8%	0%	-7%	-51%	?	8%
COc1ccc(C23CC4CC(CC(C(=O)O)(C4)C2)C3)c(F)c1	-9%	nt	-27	-26%	-22%	0%[1.84 µM]	-2%	12%	19%	0%	-4%
N#Cc1cccc(C#N)c1Oc1ccc(N)cc1	-1%	-1%	-6	4%	-5%	0%	2%	nt	-28%	0%	1%
CCN1CCN(CCCNC(=O)C2c3ccccc3C(=O)N(c3ccc(OC)cc3)C2c2ccc(OC)cc2)CC1 (configuration not stated)	-5%	-1%	-25	5%	-1%	-3%	3%	-22%	0%	-4%	1%
Nc1c(N(Cc2ccccc2)C(=O)COc2cccc(Cl)c2)c(=O)[nH]c(=O)n1Cc1ccccc1	-5%	nt	-5	nt	nt	-2%	4%	nt	-21%	-1%	-13%
CCNc1ccc(C(=O)OCC(=O)NCc2ccc(C)cc2)cc1[N+](=O)[O-]	0%	-4%	6	-2%	6%	-4%	5%	-8%	-11%	2%	-3%
N#Cc1cc[n+](CC(=O)c2ccc(NC(=O)c3ccccc3)cc2)cc1	2%	-2%	-13	-5%	12%	8%	5%	nt	-1%	-19%	-3%
CC(C)[C@H](NC(=O)c1ccco1)C(=O)N(C)Cc1ccc(C(F)(F)F)cc1	-1%	-2%	-23	8%	15%	2%	-6%	10%	-19%	5%	-5%
O=C(c1ccc(CS(=O)c2ccccc2Cl)o1)N1CCOCC1 (configuration not stated)	2%	nt	-2	-18%	-26%	4%	1%	nt	0%	-2%	-3%
C/C(=N\NC(=O)c1nnn(-c2nonc2N)c1-c1cccs1)c1cccnc1	0%	nt	26	0%	16%	-2%	-4%	nt	-11%	1%	2%
Cc1cccc2cc(C#N)c(N3CCN(C)CC3)nc12	2%	0%	-2	-4%	-24%	-2%	-2%	0%	11%	2%	-2%
CSc1ccccc1C(=O)N1CCCCC1	-3%	8%	-4	26%	29%	1%	-3%	-5%	0%	3%	-6%
COc1ccc(-c2nnc(NC(=O)c3ccccc3C)o2)cc1	0%	-7%	?	0.79µM*	0.63µM*	-3%	3%	nt	-3%	-18%	11%
COc1ccc2c(c1)c1ncn(CC3CCCO3)c(=O)c1n2C (configuration not stated)	-5%	0%	-13	-18%	11%	-4%	1%	nt	14%	-16%	0%
Cc1cccc(NC(=O)CN2C(=O)S/C(=C\c3cccn3-c3cccc(C(=O)O)c3)C2=O)c1	-3%	10%	-8	2%	25%	-4%	-3%	?	0%	-5%	-1%
O=C(c1ccc(Br)o1)N(c1ccc(Br)cc1)C1C=CS(=O)(=O)C1 (configuration not stated)	-1%	5%	-17	-9%[0.365 µM]	51%	-8%	9%	6%	6%	6%	-15%
Cc1nn(C(C)C(=O)NCCN2CCCC2)c(=O)c2c1sc1ccccc12 (configuration not stated)	-1%	nt	15	2%	-14%	0%	0%	nt	0%	-2%	8%
COc1ccc(S(=O)(=O)Nc2ccc(F)cc2)cc1N(C)S(=O)(=O)c1ccc(Cl)cc1	-3%	10%	16	-11%	-2%	-7%	-8%	28%	-87%[inhibitor]	-1%	-2%
Cc1cc(C)n(-c2nc(N(C)C)nc(N3CCOCC3)n2)n1	-1%	-4%	-2	?	3.2µM*	-1%	-7%	9%	7%	7%	0%
O=C(NNc1nc2c(F)cccc2s1)c1ccccc1	-1%	-31%	-12	?	?	1%	-1%	1%	-14%	-8%	-3%
CN(C)S(=O)(=O)c1cccc(NC(=O)c2ccc(Sc3nncn3C)c([N+](=O)[O-])c2)c1	16%	5%	-10	4%	?	6%	0%	?	-13%	4%	8%
C/C(=N\Nc1ccc(Cl)cc1)c1ccccn1	11%	-4%	2	?	?	?	21µM*	?	-11%	11µM*	14%
Cn1c(N2CCN(c3ccccn3)CC2)nc2c1c(=O)n(Cc1ccc(Cl)cc1)c(=O)n2C	-2%	-6%	13	0%	5%	-12%	-24%	-1%	-69%	-1%	0%
CNC(=O)c1c(NC(=O)c2ccco2)sc2c1CCC2	14%	0%	?	10%	36%	?	-1%	nt	29%	?	-5%
CC(=O)N1CCN(C(=O)Nc2cccc(C(F)(F)F)c2)CC1	12%	3%	11	-6%	-7%	3%	4%	13%	0%	0%	-2%
Cc1cccc(NC(=S)N2CCN(c3ccccc3)CC2)c1	-2%	-7%	-12	?	10µM*	22%	0%	?	16%	-1%	0%
S=C(NCc1ccccc1)Nc1ccc2cn[nH]c2c1	3%	3%	-8	-1%	-15%	-2%	-1%	nt	22%	?	4%
O=C(O)CC(NNC(=O)c1ccccc1)C(=O)Nc1ccc([N+](=O)[O-])cc1 (configuration not stated)	0%	-7%	1	-19%	-27%	-3%	5%	nt	22%	-15%	10%
Cc1cccc(C2c3[nH]c4ccccc4c3CCN2C(=O)c2cc(CC(C)C)[nH]c(=O)n2)n1 (configuration not stated)	1%	1%	12	?	13µM*	-1%	-2%	0%	-31%	-4%	-3%
COc1ccc([C@H]2CC(=O)C=C(c3cccc4c3sc3ccccc34)C2)cc1OC	2%	nt	-8	nt	nt	-2%	0%	nt	-23%	6%	5%
Cn1c(=O)c2c(nc(SCC(=O)NC3CCCC3)n2C)n(C)c1=O	3%	3%	-19	-4%	-8%	-1%	2%	0%	-20%	-1%	1%
Cc1cc(OCC(=O)C(C)(C)C)c2c(C)c(C)c(=O)oc2c1	-1%	-3%	16	-11%	-40%	-4%	1%	1%	-35%	3%	5%
COCCNC(=O)C1(C)C=CC2(CCCCC2)N1C(=O)c1ccccc1 (configuration not stated)	-2%	2%&1%	0	-7%&6%	-1%&15%	-2%	4%	-16%&0%	6%	-2%	20%
O=C(NC1CCN(Cc2ccccc2)CC1)c1cccc(S(=O)(=O)Nc2cc(C(F)(F)F)ccc2Cl)c1	0%	-1%	-5	-3%	43%	-5%	-4%	12%	-37%	2%	-5%
C/C(CC(=O)Nc1ccc2c(c1)OCCO2)=N\NC(=O)c1ccccc1Cl	9%	6%	3	29%	-9%	22%	?	-1%	26%	-17%	11%

Structural class, the compounds so far with a COOH group (three)
Compound	NPC1 promoter act	PKM2 act	Giardia killer	VP16 counter	RORg inh	Rab9 prom act	ELG1 genotoxic	Menin-MLL TR inh	BRCA1 expr up	FLuc modulator	p53 reactivation
COc1ccc(C23CC4CC(CC(C(=O)O)(C4)C2)C3)c(F)c1	-9%	nt	-27	-26%	-22%	0%[1.84 µM]	-2%	12%	19%	0%	-4%
Cc1cccc(NC(=O)CN2C(=O)S/C(=C\c3cccn3-c3cccc(C(=O)O)c3)C2=O)c1	-3%	10%	-8	2%	25%	-4%	-3%	?	0%	-5%	-1%
O=C(O)CC(NNC(=O)c1ccccc1)C(=O)Nc1ccc([N+](=O)[O-])cc1 (configuration not stated)	0%	-7%	1	-19%	-27%	-3%	5%	nt	22%	-15%	10%

Compound activity as filed in PubChem BioAssay.
